# TRPC6 inh = mouse TRPC6 channel inhibitors, primary screen, cell-based, HEK293, membrane potential dye. Short transient receptor potential channel 6 (Mus musculus), Q61143. ACh-evoked depolarization; active compounds read low. B-score at 10 µM. hit rate 1.1% among 310,000. AID 2553, 2010;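 active = B-score under library mean minus 3 SD, initial fluorescence not abnormally high, positive integrated signal ratio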;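 note: B-score derived from integrated fluorescence ratio over the kinetic read; more negative B-score means stronger inhibition of depolarization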
# Target sequence (Q61143 whole entry, looked up): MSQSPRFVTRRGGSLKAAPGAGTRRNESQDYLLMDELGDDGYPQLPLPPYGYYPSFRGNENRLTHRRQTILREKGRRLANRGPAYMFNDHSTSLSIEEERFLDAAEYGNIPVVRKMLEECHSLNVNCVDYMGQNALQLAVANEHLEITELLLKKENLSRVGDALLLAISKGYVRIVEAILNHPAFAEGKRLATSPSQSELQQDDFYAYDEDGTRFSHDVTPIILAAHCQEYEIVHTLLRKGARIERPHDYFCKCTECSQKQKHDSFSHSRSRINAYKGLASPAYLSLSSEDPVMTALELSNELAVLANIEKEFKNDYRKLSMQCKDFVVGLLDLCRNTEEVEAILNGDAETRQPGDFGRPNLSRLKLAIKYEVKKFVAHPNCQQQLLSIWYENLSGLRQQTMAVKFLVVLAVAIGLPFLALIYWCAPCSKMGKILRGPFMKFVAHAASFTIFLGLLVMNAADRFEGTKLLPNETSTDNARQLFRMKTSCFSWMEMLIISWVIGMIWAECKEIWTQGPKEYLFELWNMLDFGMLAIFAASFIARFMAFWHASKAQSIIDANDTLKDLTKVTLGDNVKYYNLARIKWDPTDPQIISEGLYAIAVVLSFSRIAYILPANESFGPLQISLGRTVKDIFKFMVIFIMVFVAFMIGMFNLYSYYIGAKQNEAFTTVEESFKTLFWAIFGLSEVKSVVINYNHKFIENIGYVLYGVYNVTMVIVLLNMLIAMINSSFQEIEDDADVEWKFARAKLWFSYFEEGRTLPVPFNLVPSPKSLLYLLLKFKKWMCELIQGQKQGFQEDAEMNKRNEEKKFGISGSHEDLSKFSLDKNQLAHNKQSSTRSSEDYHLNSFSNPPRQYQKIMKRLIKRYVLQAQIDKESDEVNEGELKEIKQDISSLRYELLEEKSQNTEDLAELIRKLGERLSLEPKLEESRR
# TMEM16A inh = TMEM16A chloride channel inhibitors, primary screen, cell-based, HTS; Anoctamin-1 (Mus musculus), Q8BHY3; HEK293 TMEM16A/YFP iodide influx fluorescence, ionomycin; normalized B-score (activity score, 25-100; higher = stronger inhibition) at 10 µM; hit rate 1.2% among 310,000; AID 588511, 2011;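 active = ratio plate-corrected score three or more library SD toward inhibition, starting fluorescence score within five deviations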;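 note: score derived from kinetic fluorescence span divided by baseline fluorescence per well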
# HDAC3 inh = HDAC3 deacetylase inhibitors, primary screen, biochemical, fluorescence, cell-free homogeneous | Histone deacetylase 3 (Homo sapiens), O15379 | recombinant HDAC3, fluorogenic peptide/trypsin coupled | inhibition, % at 8.3 µM | hit rate 0.15% among 320,000 | AID 2718, 2010; in the data active = inhibition above about 26%, passing the limit was not always enough; inconclusive = no clear call, values can overlap the other calls
# MrgX1 agonist = agonists of human MrgX1 receptor, primary screen, HEK293 cells, Fluo-4 calcium flux; Mas-related G-protein coupled receptor member X1 (Homo sapiens), Q96LB2; Fluo-4 calcium fluorescence, agonist mode; active compounds read high; B-score at 10 µM; hit rate 0.44% among 310,000; AID 588627, 2011;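 active = calcium response B-score plate-corrected fluorescence ratio at least 3 library SD, with starting fluorescence B-score inside 5 SD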
#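 Material – MrgX1-expressing HEK293 cells · Input – 15,000 cells seeded per well · Dosing – compound as first of three additions · Times – overnight seeding, then 1 h dark dye loading · Measured by – kinetic Fluo-4 NW fluorescence of intracellular calcium · Read-out – B-scored fluorescence response ratio · Benchmarks – positive and negative control wells on each plate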
# SKKanGAS inh = S. pyogenes SKKanGAS growth inhibitors in kanamycin, primary screen, streptokinase expression inhibitor project, SKKanGAS strain, BacTiter-Glo luminescence | 6 h | inhibition, % at 7.5 µM | hit rate 1.3% among 300,000;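 active = mean replicate score, as percent of positive control median, at least 50; inconclusive = mean below 50 but one replicate at or above 50; inactive = mean and every replicate below 50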;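 note: strain carries kanamycin resistance gene driven by streptokinase promoter and grows in 40 µg/ml kanamycin; loss of luminescence reflects streptokinase promoter inhibition or plain growth inhibition; 0% = median of DMSO wells and 100% = positive control at its reference dose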
# RGS4 inh = RGS4 inhibitors, primary screen, cell-based, HEK293 M3R inducible RGS4, calcium flux; hit rate 0.45% among 310,000; Fluo-4 calcium flux; active compounds read high; triggered by carbachol at its EC20; B-score at 10 µM; Regulator of G-protein signaling 4 (Homo sapiens), P49798;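 active = B-score, a plate-corrected calcium signal, over three deviations above library mean, with baseline fluorescence within five deviations of library mean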;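 note: RGS4 expression induced by doxycycline in cells with stable M3 receptor; B-score is computed from the integrated fluorescence ratio over baseline after carbachol; higher B-score means a larger calcium signal and so more RGS4 inhibition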
# Target sequence (P49798 whole entry, looked up): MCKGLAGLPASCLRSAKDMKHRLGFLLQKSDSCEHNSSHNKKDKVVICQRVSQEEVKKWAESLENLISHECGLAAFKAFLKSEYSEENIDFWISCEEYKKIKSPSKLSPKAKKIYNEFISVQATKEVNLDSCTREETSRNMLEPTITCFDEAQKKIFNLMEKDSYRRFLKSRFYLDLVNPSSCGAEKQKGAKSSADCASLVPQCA
# MrgX1 allo act = positive allosteric modulators of MrgX1, primary screen, HEK293 cells, Fluo-4 calcium flux | B-score at 10 µM | AID 588675, 2011 | Mas-related G-protein coupled receptor member X1 (Homo sapiens), Q96LB2 | FDSS; active compounds read high | hit rate 0.63% among 310,000;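 active = plate-corrected calcium response at least 3 library SD above typical, normal starting fluorescence, not activating the receptor alone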;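 note: compound read alongside a low EC10 to EC30 dose of BAM8-22 agonist; peak minus trough fluorescence over baseline measured at the second addition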
# TRPC6 act = mouse TRPC6 channel activators, primary screen, cell-based, HEK293, membrane potential dye; hit rate 0.13% among 310,000; HEK293-TRPC6 membrane potential dye fluorescence; active compounds read high; B-score at 10 µM; AID 2550, 2010;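 active = B-score of the integrated fluorescence ratio above library mean plus 3 SD, and starting fluorescence ratio within library mean plus 5 SD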;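 note: higher score means more depolarization so channel activation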
# MrgX1 antagonist = antagonists of human MrgX1 receptor, primary screen, HEK293 cells, Fluo-4 calcium flux; hit rate 1.3% among 310,000; B-score at 10 µM; Mas-related G-protein coupled receptor member X1 (Homo sapiens), Q96LB2; BAM8-22 antagonism; active compounds read low;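 active = calcium-response B-score plate-corrected more than 3 library SD below zero, starting fluorescence within 5 deviations, no agonist response on first addition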;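 note: peak minus trough fluorescence over baseline after final BAM8-22 challenge near maximal dose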
# TMEM16A act = TMEM16A chloride channel activators or potentiators, primary screen, cell-based, HTS; Anoctamin-1 (Mus musculus), Q8BHY3; HEK293 TMEM16A/YFP-H148Q/I152L, iodide quench fluorescence; active compounds read low; B-score at 10 µM; hit rate 0.3% among 340,000;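 active = fluorescence-ratio B-score plate-corrected deviation score at least 3 library SD below zero, with starting fluorescence score within 5 deviations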;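 note: channel opened by trigger with iodide after compound preincubation; score built on the fluorescence ratio of max minus min over baseline; more negative score means more quench and so TMEM16A activation or potentiation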
# RGS4 pot = RGS4 potentiators or activators, primary screen, cell-based, HEK293 M3R inducible RGS4, calcium flux | carbachol calcium flux Fluo4; active compounds read low | B-score at 10 µM | hit rate 0.92% among 310,000;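 active = B-score of the integrated calcium signal more than 4 SD below the library mean, with starting fluorescence not abnormally high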;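 note: negative B-score means reduced calcium response which marks RGS4 activation or potentiation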
#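 Test system: HEK293 cells with stable M3R and inducible RGS4; also added: carbachol at ECmax as muscarinic agonist stimulus; schedule: dye loading 30 min 37 °C, buffer rest 30 min RT; technique: kinetic calcium fluorescence imaging with Fluo4-AM dye, 2 µM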
# Active calls of the source: *; i = inactive; ? = inconclusive; / = not tested or not shown; & = joins results of further samples.
SMILES,TRPC6 inh,TMEM16A inh,HDAC3 inh,MrgX1 agonist,SKKanGAS inh,RGS4 inh,MrgX1 allo act,TRPC6 act,MrgX1 antagonist,TMEM16A act,RGS4 pot
CCCC1(C(=O)O)NC(c2cccc(OC)c2O)C2C(=O)N(c3ccccc3)C(=O)C21 (stereo not drawn),i,i,3.7,i,1.3,i,i,i,i,i,i
O=C(Cc1ccc(Cl)cc1)NCCN1CCCC1,i,i,-8.4,i,1.8,i,i,i,i,i,i
CCOC(=S)SCC(=O)N1CCc2cc(OC)c(OC)cc2C1C1C(=O)CC(C)(C)CC1=O (stereo not drawn),i,i,-2.2,i,4.4,i,i,i,i,i,i
CSc1ccccc1OCc1cc(C(=O)NCCCn2nc(C)cc2C)no1,i,i,4.0,i,9.2,i,i,i,i,i,i
Cc1ccc2nc(SCc3ccc([N+](=O)[O-])cc3)[nH]c2c1,i,i,9.2,i,-14.1,i,i,i,i,i,i
O=C1NCCCC1C(=O)Nc1ccccc1C(F)(F)F (stereo not drawn),i,i,7.4,i,-4.9,i,i,i,i,i,i
Nc1c(C(=O)c2ccccc2)sc2snc(SCC(=O)c3ccccc3)c12,i,i,11.7,32.4*,49.5,i,i,i,i,i,i
Cc1ccsc1C(=O)OCC(=O)N(C)c1c(N)n(Cc2ccccc2)c(=O)[nH]c1=O,i,i,-1.4,i,0.5,i,i,i,i,i,i
CCC(CC)N=C1NS(=O)(=O)c2cc([N+](=O)[O-])ccc21,i,i,8.0,i,3.1,i,i,i,i,i,i
CN(CCC#N)c1ccc(/C=C(\C#N)c2ccccn2)cc1,i,i,5.7,i,-3.7,i,i,i,i,i,i
COc1cc(C)c(Cl)cc1S(=O)(=O)NCCCN1CCOCC1,i,i,4.7,i,-3.2,i,i,i,i,i,i
Cc1ccsc1C1C(C#N)=C(N)Oc2n[nH]c(C)c21 (stereo not drawn),i,i,-2.6,i,-8.1,i,i,i,i,i,i
CCOC(=O)c1cc(=O)n2nc(-c3ccccc3F)nc2s1,i,i,3.3,i,-7.9,i,i,i,i,i,i
Cc1cc(Br)c(OCc2ccc(C(=O)N/N=C3\CC4CC=CC34)cc2)c(Br)c1 (stereo not drawn),i,i,3.4,i,68.1*,i,i,i,i,i,i
NC(=O)COC(=O)c1ccccc1Oc1ccccc1,i,i,1.8,i,9.5,i,i,i,i,i,i
O=C(c1ccco1)N1CCN(C(=O)C2CCCN(S(=O)(=O)c3cccc4nsnc34)C2)CC1 (stereo not drawn),i,i,-0.4,i,3.0,i,i,i,i,i,i
CCOC(=O)N1CCC(NC(=O)CC2C(=O)NCCN2Cc2ccccc2)CC1 (stereo not drawn),i,i,-5.3,i,7.3,i,i,i,i,i,i
CCN(CC)CCNC(=O)c1nn(-c2ccc(C)cc2)c(=O)c2c1c1ccccc1n2C,-8.88*,i,-2.2,i,-1.4,i,i,i,i,i,i
C=CCCC(=O)N1CCC(CCC(=O)NC2CC2)CC1,i,i,-3.5,i,-2.0,i,i,i,i,i,i
COc1cccc(CN(CC(=O)NC2CCCCC2)C(=O)c2csnn2)c1,i,i,-0.1,i,-0.1,i,i,i,i,i,i
C=CCn1c(SCc2ccc3nonc3c2)nnc1-c1cccs1,i,i,4.2,i,5.6,i,i,i,i,i,i
Cc1nc2ccccc2nc(C)c1=NOCc1cccc(F)c1,i,i,3.1,i,16.7,i,i,i,i,i,i
Cc1ccc2[nH]c3nc(N/N=C/c4cccc(O)c4)nnc3c2c1,i,i,-5.9,i,2.7,i,i,i,i,i,i
O=C(Nc1cccc(Cl)c1)C1CCCCC1,/,i,-1.1,i,/,/,i,/,-5.39*,i,/
COc1ccc(S(=O)(=O)N(CCC(=O)O)Cc2ccccc2)cc1,i,i,-6.2,i,-0.5,i,i,i,i,i,i
COc1ccccc1C(=O)NC(=S)NC12CC3CC(CC(C3)C1)C2,i,i,1.8,i,7.3,i,i,i,i,i,i
CCOc1ccc(CNC(=O)CCCN2C(=O)C(c3ccccc3)Oc3cccnc32)cc1 (stereo not drawn),i,i,3.2,i,-1.2,i,i,i,i,i,i
CCn1cc(S(=O)(=O)c2ccc(Cl)cc2)c(=O)c2cc(OC)ccc21,i,i,?,i,1.6,i,i,i,i,i,i
COC/C=C/C1=CC2=CC(=O)C(C)(OC(=O)c3cnc4ccccc4n3)C(=O)C2=CN1CCN1CCOCC1 (stereo not drawn),i,i,0.5,i,-2.6,i,i,i,i,i,i
O=C(CCCCCN1C(=O)c2ccccc2C1=O)NCCc1nc2ccccc2[nH]1,i,i,3.4,i,-0.9,i,i,i,i,i,i
CCOc1ccc2nc(SCc3cccc(C)c3)nc(C)c2c1,i,i,3.5,i,15.0,i,i,i,i,i,i
COc1ccc(-n2nnnc2CNC(=O)c2ccc3c(c2)OCO3)cc1,i,i,-2.7,i,-8.1,i,i,i,i,i,i
O=C1N=C(N2CCOCC2)S/C1=C/c1cccs1,i,i,9.5,i,-2.4,i,i,i,i,i,i
CC(=O)c1ccc(OCC(O)CN2CCN(Cc3ccc4c(c3)OCO4)CC2)cc1 (stereo not drawn),i,i,3.3,i,-4.9&-2.0,i,i,i,i,i,i
Cc1nc2ccc3[nH]snc3c2n1,i,i,-5.6,i,/,i,i,i,i,i,i
O=C(O)Cn1cc(CN2CCOCC2)c2ccccc21,i,i,-1.4,i,0.0,i,i,i,i,i,i
Cc1ccc(NC(=O)/C(=C/c2cccs2)NC(=O)c2ccco2)cc1,i,i,-3.9,i,-1.1,i,i,i,i,i,i
CC(CCc1ccccc1)NC(=O)CCC(=O)N1CCC(C(=O)O)CC1 (stereo not drawn),i,i,0.5,i,-0.4,i,i,i,i,i,i
CC(=O)C1=C(O)C(=O)N(c2ccc(F)cc2)C1c1ccc(C)cc1 (stereo not drawn),i,i,-2.8,i,-4.2,i,i,i,i,i,i
Cc1cc(-c2ccc(S(=O)(=O)N3CCN(c4ccccc4F)CC3)s2)on1,i,i,7.7,i,-4.7,i,i,i,i,i,i
COc1ccc(C2CC(=O)c3cnc(NC(=O)c4cc(OC)cc(OC)c4)nc3C2)cc1 (stereo not drawn),i,i,1.5,i,10.5,i,i,i,i,i,i
CC(C)CCN1CCN(Cc2cc(F)ccc2-n2cccn2)CC1CCO (stereo not drawn),i,i,8.5,i,-2.2,i,i,i,i,i,i
CCC1SC2=NCCN2C1(O)c1ccc(Cl)cc1 (stereo not drawn),i,i,-2.7,i,-9.4,i,i,i,i,i,i
c1ccc(CSc2nc3ncncc3[nH]2)cc1,i,i,/,i,-12.8,i,i,i,i,i,i
COc1cc(C(=O)NCCCNC(=O)c2cc(OC)c(OC)c(OC)c2)cc(OC)c1OC,i,i,-2.3,i,1.1,i,i,i,i,i,i
O=C(Cc1ccc(-n2c(=O)c3sccc3n(CC(=O)Nc3ccccc3)c2=O)cc1)NCc1ccco1,i,i,-0.2,i,-4.1,i,i,i,i,i,i
COc1ccc(CCNc2ncnc3c2[nH]c2cc(OC)c(OC)cc23)cc1OC,i,i,-18.5,i,-1.4,i,i,i,i,i,i
O=C(CCc1nnc(-c2ccccc2)o1)NCc1cc(F)ccc1F,i,i,-1.5,i,-5.3,i,i,i,i,i,i
Cn1c(-c2ccccc2)cnc1NCc1ccc(-c2ccccc2)cc1,i,i,11.5,i,46.1,i,i,i,i,i,i
CCCOC(=O)c1ccc(O)c(OC)c1,i,i,0.3,i,-4.2,i,i,i,i,i,i
CCc1c(C)nc2cc(-c3cccc(Br)c3)[nH]n2c1=O,i,i,0.9,i,8.0,i,i,i,i,i,i
NS(=O)(=O)c1ccc(NC(=S)NCc2ccccc2)cc1,i,i,3.5,i,-12.0,i,i,i,i,i,i
Cn1c(N)c(S(=O)(=O)NCc2ccc(Cl)cc2)c(=O)n(C)c1=O,i,i,-0.8,i,-11.7,i,i,i,i,i,i
O=[N+]([O-])c1cc(S(=O)(=O)C(F)(F)F)ccc1Sc1nc2ccccc2s1,i,i,1.1,i,89.3*,i,i,i,i,i,i
Cc1cccc(NC(=O)NC(C)C(c2cccs2)N2CCOCC2)c1 (stereo not drawn),i,i,-3.1,i,-3.7,i,i,i,i,i,i
Cn1ccnc1SCC(=O)n1c2c(c3ccccc31)CCCC2,i,i,7.1,i,-4.8,i,i,i,i,i,i
Cc1cccc(N2CCN(Cc3c(C)n(C)n(-c4ccccc4)c3=O)CC2)c1C,i,i,1.6,i,2.0,i,i,i,i,i,i
CCCCOC(=O)C1=C(C)Nc2ncnn2C1c1cccc(OC)c1OC (stereo not drawn),i,i,-0.2,i,-0.4,i,i,i,i,i,i
Cc1cccc(-c2nc(CS(=O)CC(=O)N3CCN(C)CC3)c(C)o2)c1 (stereo not drawn),i,i,1.9,i,-2.8,i,i,i,i,i,i
CCOC(=O)/C=C/C(=O)Nc1nccs1,i,i,-0.9,i,17.2,i,i,i,i,i,i
# The list continues.
SMILES,TRPC6 inh,TMEM16A inh,HDAC3 inh,MrgX1 agonist,SKKanGAS inh,RGS4 inh,MrgX1 allo act,TRPC6 act,MrgX1 antagonist,TMEM16A act,RGS4 pot
CCOc1ccc(C(=S)N2CCCC2)cc1OCC,i,i,3.0,i,0.6,i,i,i,i,i,i
COc1ccccc1N1CCN(Cc2cccc(OC)c2OC)CC1,/,i,-1.8,i,/,/,i,/,i,i,/
CCN(CC)c1ccc(N2C(=O)C3CCCCC3C2=O)cc1[N+](=O)[O-] (stereo not drawn),i,i,5.0,i,-3.1,i,i,i,i,i,i
O=S(=O)(c1ccccc1)[C@@]1(c2ccc(Br)cc2)C[C@@H]2ON=C(c3cccc(Br)c3)[C@@H]2C1,i,i,11.3,i,2.1,i,i,i,i,i,i
CC1CCCCN1S(=O)(=O)c1ccc(C(=O)Nc2nnc(C3=COCCO3)o2)cc1 (stereo not drawn),i,i,-12.3,i,16.3,i,i,i,i,i,i
Cc1cccc(Nc2nc(C)cc(C)c2C#N)c1,i,i,0.9,i,-5.1,i,i,i,i,i,i
O=C(NC1CCCC1)C(=O)c1c[nH]c2ccccc12,i,i,6.4,i,-21.7,i,i,i,i,i,i

# Random draw from the library. About 6.7% of those tested had a hit in this group.
